Screens deposited in PubChem by National Center for Advancing Translational Sciences (NCATS).
aGlu spleen mod = inhibitors or activators of human alpha-glucosidase in spleen homogenate; P10253; human spleen homogenate, 4-MU-alpha-glucoside fluorescence; Potency, µM (titrated, usually from 79.9 µM), inactives show at the top dose activity change, negative = inhibition, hits mostly inhibitors; hit rate 0.006% among 240,000; AID 2112;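 also: 0% = enzyme with vehicle and -100% = no enzyme basal signal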
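AC50 values come from Hill-equation fits of concentration-response data, normalized to no-enzyme and full-activity controls. Enzyme source: 1 ug human spleen homogenate; 1 mM fluorogenic 4-MU glucoside, pH 5.0 citrate buffer, 37 C, 40 min.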
GAA inhib = inhibitors of human lysosomal alpha-glucosidase | P10253 | purified human GAA, 4-MU-alpha-glucoside fluorescence | Potency, µM (highest dose often 76.9 µM), inactives show top-dose activity change, negative = inhibition, actives largely listed as inhibitors | hit rate 0.005% among 200,000;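 also: plate controls were uninhibited enzyme wells for no effect and no-enzyme background for full effect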
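Activity normalized between no-enzyme (basal) and enzyme-only wells. Conditions: 4 nM human enzyme, 400 uM fluorogenic substrate, citrate/phosphate pH 5.0 with Tween-20, 20 min room temperature, compounds up to 77 uM.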
SMN2 splice up = enhancers of SMN2 splice variant expression; Potency, µM (doses to about 46.1 µM), for the others: at the highest dose activity change, positive = activation, usual class: activators; hit rate 2.8% among 210,000; HEK293 SMN2-luciferase splicing reporter, luminescence, 30-36 h; AID 1458; also: % of control where 0% means no effect; nearly all actives have a fitted effect of over 55% in size
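qHTS luciferase splicing reporter: luminescence rises when SMN2 exon 7 is included in transfected HEK293 cells. Compound exposure lasted 30-36 h at 37C, with 4.5 mM final sodium butyrate as control, followed by a ONE-Glo read.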
KDM4E inh = blocks human JMJD2E demethylase activity | hit rate 1.6% among 230,000 | Potency, µM (series often up to 57.1 µM), inactives show at the top dose activity change, negative = inhibition, most hits filed as inhibitors | AID 2147 | JMJD2E catalytic domain, FDH-coupled NADH fluorescence (FDH is formaldehyde dehydrogenase); active = well fitted inhibition curve with a large enough effect, not every such curve was filed as active; inconclusive = small, poorly fitted or top-dose-only effect, or another doubt; inactive = no such curve, though single readings can be large or run the other way;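 also: 0% = wells with enzyme and -100% = buffer wells without enzyme; nearly all actives have a fitted effect of over 50% in size; many of its hits are not listed in these tables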
Target sequence (B2RXH2 1-337 limits assumed): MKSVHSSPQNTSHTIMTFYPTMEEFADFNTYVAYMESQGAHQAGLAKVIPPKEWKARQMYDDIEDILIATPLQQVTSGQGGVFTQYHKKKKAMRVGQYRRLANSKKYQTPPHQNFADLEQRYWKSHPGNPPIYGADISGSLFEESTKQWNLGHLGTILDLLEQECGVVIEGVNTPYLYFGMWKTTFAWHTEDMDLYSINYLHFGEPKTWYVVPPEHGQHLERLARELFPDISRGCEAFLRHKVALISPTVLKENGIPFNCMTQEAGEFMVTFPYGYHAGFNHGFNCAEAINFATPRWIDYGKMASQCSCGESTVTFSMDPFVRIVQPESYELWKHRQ
ALDH1A1 inh = inhibitors of human aldehyde dehydrogenase 1A1 | Purified ALDH1A1, NADH fluorescence, propionaldehyde substrate | hit rate 7.3% among 220,000 | Potency, µM (series often up to 75.3 µM), inactives show at the top dose activity, negative = inhibition, usual class: inhibitors | P00352; active = well fitted inhibition curve with a large enough effect, not every such curve was filed as active; inconclusive = small, poorly fitted or top-dose-only effect, or another doubt; inactive = no such curve, though single readings can be large or run the other way;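 also: plate controls were no enzyme wells and a reference inhibitor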
aGal spleen mod = alpha-galactosidase A (human) modulation | P06280 | human spleen homogenate, 4MU-alpha-Gal fluorescence, 40 min | Potency, µM (series often up to 80 µM), inactives show top-dose activity change, negative = inhibition, hits mostly inhibitors | hit rate 0.008% among 240,000;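 also: 0% = enzyme with vehicle and -100% = no enzyme basal signal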
Target sequence (P06280 32-429 limits assumed): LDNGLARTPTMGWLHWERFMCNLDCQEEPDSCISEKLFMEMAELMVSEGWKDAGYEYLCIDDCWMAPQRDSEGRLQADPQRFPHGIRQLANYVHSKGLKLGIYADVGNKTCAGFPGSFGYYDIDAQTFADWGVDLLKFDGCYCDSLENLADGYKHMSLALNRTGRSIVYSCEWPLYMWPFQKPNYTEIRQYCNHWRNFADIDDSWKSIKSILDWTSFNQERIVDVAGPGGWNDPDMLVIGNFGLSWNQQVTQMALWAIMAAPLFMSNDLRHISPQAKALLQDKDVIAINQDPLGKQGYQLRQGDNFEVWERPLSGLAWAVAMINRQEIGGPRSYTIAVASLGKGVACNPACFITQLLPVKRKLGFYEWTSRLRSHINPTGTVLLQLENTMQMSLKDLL
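Human spleen homogenate (1 ug) as enzyme source, 4-methylumbelliferyl-alpha-D-galactopyranoside 1 mM final, citrate/phosphate pH 5.0 with 0.01% Tween-20. Compounds 40 min at 37C, NaOH/glycine stop; fluorescence Ex 365/Em 440, Hill-fit AC50.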
GAA glycogen = inhibitors or activators of human alpha-glucosidase glycogen cleavage | P10253 | recombinant GAA, glycogen substrate, Amplex Red glucose oxidase fluorescence | Potency, µM (titrated, usually from 76.4 µM), for inactives: top-dose activity change, negative = inhibition, hits mostly inhibitors | hit rate 0.38% among 300,000 | AID 2100;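 also: 0% = full enzyme reaction and -100% = no-enzyme basal signal; the screen sought inhibitors and activators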
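Natural-substrate format: glycogen cleavage by 4 nM human enzyme, glucose read by Amplex Red coupling (Ex 573, Em 610 nm). Normalized to enzyme and no-enzyme controls.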
GoLoco inh red = RGS12 GoLoco-Gai1 interaction inhibition | hit rate 0.44% among 230,000 | Gai1:RGS12 GoLoco peptide FP, rhodamine, 10 min | Potency, µM (top dose mostly 61.6 µM), for inactives: top-dose activity, negative = inhibition, actives largely listed as inhibitors | AID 880 | P63096; active = well fitted inhibition curve with a large enough effect, not every such curve was filed as active; inactive = no such curve, though single readings can be large or run the other way; also: % is scaled to controls: 0 for no effect and ±100 for the full control effect; nearly all actives have a fitted effect of over 30% in size; many of its hits are not listed in these tables
Target sequence (P63096 whole entry, looked up): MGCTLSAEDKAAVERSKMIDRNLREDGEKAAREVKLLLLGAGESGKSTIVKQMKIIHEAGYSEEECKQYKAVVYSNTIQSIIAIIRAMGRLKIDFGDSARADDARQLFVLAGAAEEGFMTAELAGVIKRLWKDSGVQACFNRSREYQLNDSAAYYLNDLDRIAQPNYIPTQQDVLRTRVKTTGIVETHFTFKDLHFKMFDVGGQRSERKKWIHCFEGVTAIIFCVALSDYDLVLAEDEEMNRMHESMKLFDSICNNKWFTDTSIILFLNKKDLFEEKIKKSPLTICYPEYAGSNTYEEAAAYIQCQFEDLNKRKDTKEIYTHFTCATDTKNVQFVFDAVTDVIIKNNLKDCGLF
* hit, by the source's call; [ ] = remark or other dose. Unless noted, calls follow the shape of the dose curve; as a rule, active = well fitted curve in the direction sought with a large enough effect; inconclusive = small, poorly fitted or top-dose-only effect, or another doubt; inactive = no such curve, though single readings can be large; an effect the other way counts as inactive or inconclusive. Potency is read from the fitted curve at half-maximal effect. Only part of the results is shown; count on the stated rates, not on these rows.

Screening COc1ccccc1CNC(=O)CSc1ccc(-c2cccs2)nn1 returned aGlu spleen mod -8%, GAA inhib 5%, SMN2 splice up -24%, KDM4E inh -8%, ALDH1A1 inh inconclusive, aGal spleen mod inconclusive, GAA glycogen -27% and GoLoco inh red 4%.
Screening O=C1C(=O)N(O)C2CCCCC2N1O (stereo not given) returned aGlu spleen mod -4%, GAA inhib -13%, SMN2 splice up -2%, KDM4E inh -21%, ALDH1A1 inh -10%, aGal spleen mod 1%, GAA glycogen 5% and GoLoco inh red 1%.
CCOC(=O)c1c(C)nc(C)c(C(=O)OCC)c1-c1ccco1 was read as aGlu spleen mod -1%, KDM4E inh -12%, aGal spleen mod 4%, GAA glycogen -1% and GoLoco inh red -12%.
COC(=O)c1cc(Cl)c(NC(=O)C(C)C)cc1OC was read as aGlu spleen mod 0%, GAA inhib 0%, SMN2 splice up 25%, KDM4E inh -1%, ALDH1A1 inh 8%, aGal spleen mod 5%, GAA glycogen -6% and GoLoco inh red -2%.
`O=C(N=Nc1c(O)[nH]c2ccc(F)cc12)C1COc2ccccc2O1` (stereo not given) gave aGlu spleen mod -2%, KDM4E inh 11%, aGal spleen mod -1%, GAA glycogen 5% and GoLoco inh red 0%.
Screening O=C(NCCc1ccccc1)c1cnn2c(C(F)F)cc(C3CC3)nc12 returned aGlu spleen mod -20%, GAA inhib -8%, SMN2 splice up -3%, KDM4E inh -21%, ALDH1A1 inh inconclusive, aGal spleen mod 1%, GAA glycogen -6% and GoLoco inh red 4%.
Cc1nc2ccccn2c1C(=O)OCC#N was read as aGlu spleen mod -5%, GAA inhib 5%, SMN2 splice up 11%, KDM4E inh 10%, ALDH1A1 inh 16µM*, aGal spleen mod -4%, GAA glycogen 2% and GoLoco inh red -4%.
`CCOc1ccc(N(CC(=O)NC2CCCC2)S(=O)(=O)c2c(C)noc2C)cc1` gave aGlu spleen mod 1%, GAA inhib -2%[15.4 µM], SMN2 splice up 5%, KDM4E inh 8%, ALDH1A1 inh 2%, aGal spleen mod -1%, GAA glycogen -3% and GoLoco inh red 5%.
`O=C(c1ccc(C(F)(F)F)cc1)n1ccc(-c2cccs2)n1` gave aGlu spleen mod -1%, KDM4E inh -2%, aGal spleen mod -1%, GAA glycogen 5% and GoLoco inh red 6%.
For COc1ccccc1C(=O)/C=C/c1ccc(N2CCCCC2)c([N+](=O)[O-])c1 the results were aGlu spleen mod -10%, GAA inhib 2%, SMN2 splice up -84%[inhibitor], KDM4E inh 10%, ALDH1A1 inh 6.3µM*, aGal spleen mod -16%, GAA glycogen -7% and GoLoco inh red 0%.
Screening Cn1c(Cn2c(=O)sc3ccccc32)nnc1SCC(=O)NCc1ccc(F)cc1 returned aGlu spleen mod -4%, GAA inhib 2%, SMN2 splice up 5%, KDM4E inh 2%, ALDH1A1 inh 0%, aGal spleen mod 2%, GAA glycogen 2% and GoLoco inh red -8%.
Cc1ccc(F)c([C@H]2C3C=CCC(c4ccccc4)C3C(=O)N2Cc2ccccc2)c1 (stereo not given in full) was read as aGlu spleen mod 3%, KDM4E inh -4%, aGal spleen mod 8%, GAA glycogen 2% and GoLoco inh red 2%.
For C=CCc1ccccc1OCCCCN1CCCC1 the results were aGlu spleen mod 1%, GAA inhib -4%, SMN2 splice up 5%, KDM4E inh inconclusive, ALDH1A1 inh inconclusive, aGal spleen mod 3%, GAA glycogen -4% and GoLoco inh red 3%.
`O=[N+]([O-])c1ccc(-c2csc(Nc3ccccc3)[n+]2Cc2ccccc2)cc1` gave aGlu spleen mod -9%, GAA inhib 1%, SMN2 splice up -28%, KDM4E inh -9%, ALDH1A1 inh 32µM*, aGal spleen mod -1%, GAA glycogen 1% and GoLoco inh red 2%.
COc1cc(Cl)c(C)cc1NC(=O)COc1cc(C)nc(C(C)C)n1 was read as aGlu spleen mod 1%, GAA inhib -3%, SMN2 splice up -17%, KDM4E inh -1%, ALDH1A1 inh -6%, aGal spleen mod 9%, GAA glycogen -2% and GoLoco inh red 4%.
CCC(C)(C(=O)NC1CCCCC1)N(C(=O)C1CCC(=O)N1)c1ccccc1 (stereo not given) was read as aGlu spleen mod -2%, GAA inhib -1%, SMN2 splice up 7%, KDM4E inh 11%, ALDH1A1 inh -4%, aGal spleen mod -2%, GAA glycogen -11% and GoLoco inh red -9%.
Screening N#CCSc1nc2ccccc2c(=O)n1CCC(=O)NCCc1ccccc1 returned aGlu spleen mod -12%, GAA inhib 0%, SMN2 splice up -12%, KDM4E inh 11%, ALDH1A1 inh 14%, aGal spleen mod -6%, GAA glycogen -13% and GoLoco inh red 5%.
`COc1cc(NC(=O)c2cc3nc(C)cc(C)n3n2)c(OC)cc1Cl` gave aGlu spleen mod -3%, GAA inhib -3%, SMN2 splice up 11µM*, KDM4E inh inconclusive, ALDH1A1 inh inconclusive, aGal spleen mod 6%, GAA glycogen 6% and GoLoco inh red 16%.
For Oc1ccc(Cl)cc1C=Nc1ccc2c3c(cccc13)CC2 the results were aGlu spleen mod 4%, GAA inhib 9%, SMN2 splice up 14%, KDM4E inh inconclusive, ALDH1A1 inh inconclusive, aGal spleen mod 8%, GAA glycogen 0% and GoLoco inh red 10%.
For O=C1C2C3C=CC(C4CC34)C2C(=O)N1Cc1ccco1 (stereo not given) the results were aGlu spleen mod -2%, GAA inhib 0%, SMN2 splice up 29%, KDM4E inh -4%, ALDH1A1 inh 22µM*, aGal spleen mod -4%, GAA glycogen 11% and GoLoco inh red -3%.

A run of entries from the list above, for reference:
Screening Cn1c(Cn2c(=O)sc3ccccc32)nnc1SCC(=O)NCc1ccc(F)cc1 returned aGlu spleen mod -4%, GAA inhib 2%, SMN2 splice up 5%, KDM4E inh 2%, ALDH1A1 inh 0%, aGal spleen mod 2%, GAA glycogen 2% and GoLoco inh red -8%.
Cc1ccc(F)c([C@H]2C3C=CCC(c4ccccc4)C3C(=O)N2Cc2ccccc2)c1 (stereo not given in full) was read as aGlu spleen mod 3%, KDM4E inh -4%, aGal spleen mod 8%, GAA glycogen 2% and GoLoco inh red 2%.
For C=CCc1ccccc1OCCCCN1CCCC1 the results were aGlu spleen mod 1%, GAA inhib -4%, SMN2 splice up 5%, KDM4E inh inconclusive, ALDH1A1 inh inconclusive, aGal spleen mod 3%, GAA glycogen -4% and GoLoco inh red 3%.

(cont.)
`CCOc1ccc(N(C(=O)c2cc3ccccc3oc2=O)C2C=CS(=O)(=O)C2)cc1` (stereo not given) gave aGlu spleen mod 7%, GAA inhib -13%, SMN2 splice up 16%, KDM4E inh 4%, ALDH1A1 inh inconclusive, aGal spleen mod 11%, GAA glycogen -5% and GoLoco inh red 8%.
`O=C1CC(c2ccco2)Cc2nc(NCC3CCCO3)ncc21` (stereo not given) gave aGlu spleen mod 2%, GAA inhib 13%, SMN2 splice up -2%, KDM4E inh 4%, ALDH1A1 inh inconclusive, aGal spleen mod -7%, GAA glycogen 0% and GoLoco inh red -3%.
For CCC1=NC(c2ccc(OC)c(OC)c2)N(O)C1(C)C (stereo not given) the results were aGlu spleen mod -10%, GAA inhib 1%, SMN2 splice up -2%, KDM4E inh 0%, ALDH1A1 inh 1%, aGal spleen mod 3%, GAA glycogen -10% and GoLoco inh red -5%.
Screening O=c1cc(/C=C/c2cccs2)[nH]c2ccccc12 returned aGlu spleen mod 6%, GAA inhib 1%, SMN2 splice up -52%[inhibitor], KDM4E inh 10%, ALDH1A1 inh -3%, aGal spleen mod -2%, GAA glycogen -4% and GoLoco inh red 11%.
`COc1cccc(CNC(=O)C23CN(Cc4ccccc4)CC2C(c2ccc([N+](=O)[O-])cc2)=NO3)c1` (stereo not given) gave aGlu spleen mod 1%, GAA inhib 7%, SMN2 splice up -21%, KDM4E inh 6%, ALDH1A1 inh inconclusive, aGal spleen mod 6%, GAA glycogen 1% and GoLoco inh red 1%.
`C=CCOc1ccc(C2N3CC4(C)CN2CC(CCC)(C3)C4=O)cc1` (stereo not given) gave aGlu spleen mod -5%, GAA inhib 1%, SMN2 splice up -10%, KDM4E inh -1%, ALDH1A1 inh -3%, aGal spleen mod 8%, GAA glycogen 5% and GoLoco inh red 4%.
CC(=O)OCC(=O)[C@@]1(O)CCC2C3CC[C@H]4CC(O)CC[C@@]4(C)C3C(=O)C[C@]21C (stereo not given in full) was read as aGlu spleen mod -4%, SMN2 splice up -7%, KDM4E inh -3%, ALDH1A1 inh 10%, aGal spleen mod 13% and GoLoco inh red 5%.
Cc1nn(C)cc1C1C(C#N)=C(N)N(c2cccnc2)C2=C1C(=O)CCC2 (stereo not given) was read as aGlu spleen mod -5%, GAA inhib -5%, SMN2 splice up 6%, KDM4E inh 11%, ALDH1A1 inh 4%, aGal spleen mod -4%, GAA glycogen -14% and GoLoco inh red -7%.
`CN(CC(=O)c1c(N)n(C)c(=O)n(C)c1=O)c1ccccc1` gave aGlu spleen mod 2%, GAA inhib 0%, SMN2 splice up 9%, KDM4E inh -2%, ALDH1A1 inh 8%, aGal spleen mod 2%, GAA glycogen -10% and GoLoco inh red 20%.
For O=C(c1c(F)cccc1F)N1CCC(n2nnc3cc(C(F)(F)F)ccc32)CC1 the results were aGlu spleen mod -6%, GAA inhib 0%, KDM4E inh -2%, ALDH1A1 inh inconclusive, aGal spleen mod -7%, GAA glycogen 2% and GoLoco inh red 4%.
Screening Cc1c(C(=O)O)sc2nc(CSc3nnc(-c4ccc(F)cc4)n3C)[nH]c(=O)c12 returned aGlu spleen mod 0%, GAA inhib -3%, SMN2 splice up 0%, KDM4E inh 2%, ALDH1A1 inh 19µM*, aGal spleen mod 4%, GAA glycogen 19% and GoLoco inh red 18%.
For O=C(Cc1ccc(S(=O)(=O)N2CCOCC2)s1)Nc1ccc2c(c1)CCC2 the results were aGlu spleen mod 3%, GAA inhib inconclusive, SMN2 splice up -12%, KDM4E inh -2%, ALDH1A1 inh -11%, aGal spleen mod 8%, GAA glycogen -8% and GoLoco inh red 5%.
CCC(C)NC(=S)Nc1ccc(C(=O)OC)cc1 (stereo not given) was read as aGlu spleen mod 2%, GAA inhib 7%, KDM4E inh 8%, ALDH1A1 inh 8%, aGal spleen mod -6%, GAA glycogen -4% and GoLoco inh red 4%.
